Screens (PubChem BioAssay)
C diff growth: inhibitors of Clostridium difficile growth. 86,000 tested, 0.25% active. AID 1259249. growth activity, negative = inhibition, % at 16 µg/mL (by protocol). Clostridium difficile clinical isolate growth, OD600, 24 h; hits give low values;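 active = mean growth activity at or below -80% and every replicate also at or below -80%; inconclusive = mean at or below -80% but some replicate above -80%; inactive = mean growth activity above -80%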;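 also: 0% = DMSO wells and -100% = levofloxacin 16 µg/mL wells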
Tcruzi prolif: blocks T. cruzi growth in NIH3T3 culture; T. cruzi beta-gal in NIH3T3, GalScreen luminescence, 90 h; inhibition, % at 8.34 µM; 77,000 tested, 5.9% active;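 active = mean inhibition above about 93%, with at least 55% of replicates each passing it, limit read from the data, passing the limit was not always enough; inconclusive = only one of those two conditions holds; inactive = neither condition holds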
Pf Dd2 growth: blocks growth of Plasmodium falciparum Dd2 parasites. activity change, % at 10 µM. P. falciparum Dd2 growth, SYBR Green, 72 h; hits give low values. 94,000 tested, 2.3% active; in the data active = activity change below about -80%; inconclusive = no clear call, values can overlap the other calls
GASC1 inh: inhibitors of human demethylase GASC-1 KDM4C; 96,000 tested, 0.15% active; GST-KDM4C 2-372, H3K9me3 peptide, LANCE TR-FRET; AID 720574; inhibition, % at 12.5 µM;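 active = mean replicate inhibition above about 25%, with at least 55% of replicates also reaching it, limit read from the data, passing the limit was not always enough; inconclusive = only one of those two conditions met; inactive = neither condition met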
Target sequence (Q9H3R0 2-372 limits assumed): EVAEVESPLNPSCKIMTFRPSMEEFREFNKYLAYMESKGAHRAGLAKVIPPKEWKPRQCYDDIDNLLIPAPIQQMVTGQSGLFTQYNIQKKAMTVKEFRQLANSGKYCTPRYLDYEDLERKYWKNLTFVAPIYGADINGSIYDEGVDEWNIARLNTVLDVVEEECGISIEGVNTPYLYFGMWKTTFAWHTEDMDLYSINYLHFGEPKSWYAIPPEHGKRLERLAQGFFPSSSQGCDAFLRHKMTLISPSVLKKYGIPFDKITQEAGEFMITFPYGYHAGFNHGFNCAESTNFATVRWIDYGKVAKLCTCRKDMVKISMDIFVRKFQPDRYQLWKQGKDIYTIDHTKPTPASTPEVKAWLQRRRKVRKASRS
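Test system – GST-tagged GASC-1 (JMJD2C) catalytic fragment, aa 2-372 · Medium – HEPES buffer, pH 7.5, plus ascorbate · Reagent – H3K9me3 peptide with Fe(II)/2OG · Compound – one test concentration per compound · Timing – 30 min reaction, 60 min detection, RT · Technique – TR-FRET with Eu antibody and ULight streptavidin, EDTA stop · Read-out basis – inhibition from TR-FRET ratio decrease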
An asterisk follows results filed as active; ? = inconclusive; · = no result given; & = joins results of further samples. This is a random part of the collection; 6.7% or so of the library scored in one or more.

Every second line gives: Tcruzi prolif, GASC1 inh, Pf Dd2 growth, C diff growth
CCS(=O)(=O)N1CCCCN2[C@H](CO)[C@@H](c3ccc(-c4cccc(C#N)c4)cc3)[C@H]2C1
    71, -1.8, -38, -2
O=C(C1CCCC1)N1C[C@H]2[C@@H](c3ccccc31)[C@H](CO)N2C(=O)Cc1ccccn1
    17, 6.4, -11, -2
COc1ccc2c3c([nH]c2c1)[C@H](CO)N(C(=O)c1ccccc1)CC31CN(C(=O)Nc2cccc(F)c2)C1
    ·, -1.3, -2, -1
COc1ccc(CN(C)C[C@@H]2Oc3ccc(NC(=O)NC(C)C)cc3C(=O)N([C@@H](C)CO)C[C@H]2C)cc1
    -3, 1.6, 10, 1
COCC(=O)N1[C@H](C(=O)N2CCN(C)CC2)[C@@H](CO)[C@@H]2Cn3c(ccc(C4=CCCCC4)c3=O)[C@@H]21
    33, 2.1, 18, 0
C[C@H]1CN([C@@H](C)CO)C(=O)Cc2cc(NC(=O)Cn3cnnn3)ccc2O[C@H]1CN(C)S(=O)(=O)c1ccc(F)cc1
    6, -0.8, 23, -3
Cc1noc(C)c1S(=O)(=O)Nc1ccc2c(c1)C(=O)N([C@H](C)CO)C[C@H](C)[C@H](CN(C)S(=O)(=O)c1ccc(F)cc1)OCCCC[C@@H](C)O2
    ·, -1.0, -25, -6
C[C@H](CO)N1C[C@H](C)[C@H](CN(C)C(=O)Nc2ccc3c(c2)OCO3)Oc2ccc(NS(=O)(=O)c3ccccc3)cc2C1=O
    28, 0.8, 17, 2
O=C(C[C@H]1C=C[C@H](NC(=O)NC2CCCCC2)[C@@H](CO)O1)NCc1ccccc1
    6, -0.4, 0, ·
COc1ccc(S(=O)(=O)N(C)C[C@H]2OCCCC[C@H](C)Oc3ccc(NS(=O)(=O)c4ccc(F)cc4)cc3C(=O)N([C@H](C)CO)C[C@@H]2C)cc1
    26, 0.2, -33, -1
CCS(=O)(=O)N1CCC2(CC1)CN(CC1CCOCC1)[C@H](CO)c1c2c2ccc(OC)cc2n1C
    ·, -1.0, -39, -2
Cc1ccccc1S(=O)(=O)N(C)C[C@@H]1OCc2cnnn2CCCC(=O)N([C@H](C)CO)C[C@@H]1C
    -23&-87, -0.2, -1&7, 2&-3
C[C@@H]1CN([C@@H](C)CO)S(=O)(=O)c2ccc(Br)cc2O[C@@H]1CN(C)C(=O)c1ccncc1
    -9, 0.9, 21, 3
C[C@H](CO)N1C[C@H](C)[C@@H](CN(C)C(=O)Nc2ccccc2)Oc2ccc(NC(=O)Cn3cnnn3)cc2CC1=O
    9, -2.8, 21, 0
CN1CCN(C(=O)C[C@H]2C[C@H]3c4cc(NC(=O)Nc5ccccc5)ccc4O[C@H]3[C@H](CO)O2)CC1
    -4, 0.7, -11, -2

Reformatted: results already given.
> COc1ccc(S(=O)(=O)N(C)C[C@H]2OCCCC[C@H](C)Oc3ccc(NS(=O)(=O)c4ccc(F)cc4)cc3C(=O)N([C@H](C)CO)C[C@@H]2C)cc1
  Tcruzi prolif = 26 | GASC1 inh = 0.2 | Pf Dd2 growth = -33 | C diff growth = -1

> CCS(=O)(=O)N1CCC2(CC1)CN(CC1CCOCC1)[C@H](CO)c1c2c2ccc(OC)cc2n1C
  Tcruzi prolif = · | GASC1 inh = -1.0 | Pf Dd2 growth = -39 | C diff growth = -2

> Cc1ccccc1S(=O)(=O)N(C)C[C@@H]1OCc2cnnn2CCCC(=O)N([C@H](C)CO)C[C@@H]1C
  Tcruzi prolif = -23&-87 | GASC1 inh = -0.2 | Pf Dd2 growth = -1&7 | C diff growth = 2&-3

> C[C@@H]1CN([C@@H](C)CO)S(=O)(=O)c2ccc(Br)cc2O[C@@H]1CN(C)C(=O)c1ccncc1
  Tcruzi prolif = -9 | GASC1 inh = 0.9 | Pf Dd2 growth = 21 | C diff growth = 3

The list continues:
Every second line gives: Tcruzi prolif, GASC1 inh, Pf Dd2 growth, C diff growth
O=C(C1CC1)N1CC[C@@H]2[C@H](CO)Nc3ccc(C4=CCCCC4)cc3[C@@H]21
    ·, 7.2, -44, 1
O=C(C[C@@H]1CC[C@@H]2[C@H](COC[C@@H](O)CN2C(=O)C2CCCC2)O1)NCc1ccncc1
    -32, -0.9, 8, ·
C[C@@H]1CCCCO[C@@H](CN(C)C(=O)CCCN(C)C)[C@H](C)CN([C@H](C)CO)C(=O)c2cc(NS(=O)(=O)c3cn(C)cn3)ccc2O1
    ·, -1.3, 13, 2
C[C@@H]1CN([C@H](C)CO)C(=O)CCCn2cc(nn2)CO[C@@H]1CN(C)C(=O)C1CCCCC1
    11, 1.5, -5, 2
C[C@@H]1CCCCO[C@H](CN(C)C(=O)CCCN(C)C)[C@@H](C)CN([C@@H](C)CO)C(=O)c2cc(NC(=O)C3CCCCC3)ccc2O1
    18, 3.3, 11, 1
COc1ccc(S(=O)(=O)Nc2cccc3c2O[C@H](CN(C)S(=O)(=O)c2ccc(OC)cc2)[C@H](C)CN([C@@H](C)CO)C3=O)cc1
    ·, 0.1, -31, -11
CCC(=O)N1C[C@H]2[C@@H](c3ccccc31)[C@@H](CO)N2C(=O)Nc1ccccc1F
    -34, 1.3, -1, -4
COc1ccc(NC(=O)Nc2ccc3c(c2)[C@@H]2C[C@@H](CC(=O)N[C@@H](C)c4ccccc4)O[C@H](CO)[C@@H]2O3)cc1
    -20, -2.9, 3, -8
CCCC#Cc1ccc2c(c1)O[C@@H](CN(C)S(=O)(=O)c1cccc(OC)c1)[C@H](C)CN([C@@H](C)CO)S2(=O)=O
    ·, 0.2, -76, 10
CC(C)NC(=O)N(C)C[C@H]1Oc2c(NC(=O)C3CCCCC3)cccc2C(=O)N([C@@H](C)CO)C[C@H]1C
    -22, 0.3, -1, 0
C[C@H](CO)N1C[C@H](C)[C@H](CN(C)C(=O)CCCN(C)C)OCCCC[C@H](C)Oc2ccc(NS(=O)(=O)c3ccc(F)cc3)cc2C1=O
    ·, -0.1, 12, 1
CCN1C[C@@H](C)[C@H](OC)CN(C)C(=O)c2cc(NC(=O)NC(C)C)ccc2OC[C@H]1C
    22, -0.6, -60, 7
COc1ccc2c3c([nH]c2c1)[C@H](CO)N(C)CC31CN(S(=O)(=O)c2cccc(F)c2)C1
    ·, -1.1, -32, -2
C[C@@H]1CCCCO[C@@H](CN(C)C(=O)NC2CCCCC2)[C@H](C)CN([C@@H](C)CO)C(=O)c2cc(NC(=O)CCCCCC(=O)Nc3ccccc3N)ccc2O1
    ?, -0.9, -54, -3
CC(=O)N1C[C@@H]2[C@H](c3ccccc31)[C@H](CO)N2S(=O)(=O)c1ccccc1
    35, -0.8, 1, -2
C[C@H](CO)N1C[C@H](C)[C@H](CN(C)C(=O)[C@@H]2CCCN2C)OCc2ccccc2-c2c(n(C)c3ccccc23)C1=O
    -14, 7.7, -7, -9
C[C@@H]1CN([C@@H](C)CO)C(=O)c2cc(C3=CCCCC3)cnc2O[C@@H]1CN(C)CC1CCOCC1
    -70, -0.7, 0, 31
C[C@H]1CN([C@@H](C)CO)C(=O)c2ccccc2-c2ccccc2CO[C@H]1CN(C)C(=O)Nc1cccc(C(F)(F)F)c1
    47, 1.4, 7, 0
CCC(=O)N1CC2(C1)[C@H](c1ccc(-c3ccccc3)cc1)[C@H](CO)N2C(C)=O
    ·, ·, -12, -9
CCC(=O)N(CC)C[C@@H]1[C@@H](c2ccccc2)[C@H](CO)N1C(C)=O
    23, -0.7, 23, 2
C[C@@H]1CN([C@H](C)CO)C(=O)Cc2cc(NS(=O)(=O)c3ccc(Cl)cc3)ccc2O[C@H]1CN(C)S(C)(=O)=O
    0, -0.3, 12, -2
CCNC(=O)Nc1ccc2c(c1)C(=O)N(C)[C@H]1CC[C@H](CC(=O)Nc3ccccc3)O[C@H]1CO2
    -33, -0.4, 7, 0
COc1cccc(CN2[C@@H]3CNC[C@H]2C3c2ccc(-c3ccc(C)cc3)cc2)c1 (some centres not stated)
    ·, -0.7, -39, -9
C[C@H]1CN([C@@H](C)CO)C(=O)c2cc(NC(=O)CCN3CCOCC3)ccc2O[C@@H]1CN(C)Cc1ccc2c(c1)OCO2
    64, 8.1, 11, 1
COc1ccc2c3c([nH]c2c1)[C@H](CO)N(S(C)(=O)=O)CC31CN(C(=O)Nc2ccccc2)C1
    ·, -1.4, 6, 1
CCN1[C@@H]2Cn3c(ccc(-c4ccncc4)c3=O)[C@H]1[C@@H](C(=O)NCc1ccccc1)[C@@H]2CO
    8, -1.2, -5, -2
COCCNC(=O)C[C@H]1C[C@@H]2c3cc(NS(=O)(=O)c4ccc(F)cc4)ccc3O[C@@H]2[C@H](CO)O1
    -89, 1.3, 1, 1
CN(C)CC(=O)N1[C@@H](CO)[C@@H](c2ccccc2)C12CN(C(=O)C1CCCC1)C2
    ·, 1.3, 9, 9
CC=Cc1ccc2n(c1=O)C[C@H]1[C@H](CO)[C@@H](C(=O)N[C@@H](C)c3ccccc3)[C@@H]2N1Cc1cccnc1 (mixture of isomers)
    52, -2.4, 2, -1
CO[C@H]1CC[C@H]2CCOc3c(C#N)cccc3C(=O)N(C)CCCC(=O)N(C)C[C@H]1O2
    23, 0.0, 22, ·
COc1ccccc1C(=O)Nc1ccc2c(c1)OC[C@@H](C)NC[C@@H](C)[C@@H](OC)CN(C)C2=O
    -24, 1.6, -1, 0
CCc1csc(N2[C@H](CNCCOC)[C@H](c3ccccc3)[C@@H]2CO)n1
    38, -1.0, 3, 14
CCNC(=O)C[C@H]1CC[C@H]2[C@@H](COC[C@H](O)CN2C(=O)c2cccnc2)O1
    21, -0.4, 4, ·
C[C@@H]1CN([C@H](C)CO)C(=O)Cc2cc(N(C)C)ccc2O[C@H]1CN(C)C(=O)Nc1ccc2c(c1)OCO2
    33, 2.2, -10, 3
CCC(=O)N[C@@H]1CC[C@H](CC(=O)NCc2cc(F)cc(F)c2)O[C@@H]1CO
    -22, 0.3, 7, ·
C[C@H]1CCCCO[C@@H](CN(C)Cc2ccc(C(=O)O)cc2)[C@@H](C)CN([C@@H](C)CO)C(=O)c2cc(NC(=O)Nc3cccc4ccccc34)ccc2O1
    15, 8.2, -35, 10
CN(C)C(=O)c1ccc(-c2ccc([C@@H]3[C@@H](CO)N4CCCCN(C(=O)C5CCCC5)C[C@@H]34)cc2)cc1
    54, ·, -9, -13
C[C@@H]1CN([C@H](C)CO)C(=O)c2cc(C3=CCCC3)cnc2O[C@@H]1CN(C)C(=O)Nc1ccccc1
    -168, 4.6, 12, 2
C[C@@H]1CN([C@H](C)CO)C(=O)Cc2cc(NC(=O)Cc3cn(C)c4ccccc34)ccc2O[C@@H]1CN(C)Cc1ccc(C(=O)O)cc1
    -24, -0.1, -31, -5
COc1cccc(S(=O)(=O)N(C)C[C@@H]2Oc3cc(C#CCC(C)C)ccc3S(=O)(=O)N([C@H](C)CO)C[C@@H]2C)c1
    68, -1.5, -78, 36
CO[C@H]1CN(C)C(=O)c2cc(NC(=O)c3cc(C)on3)ccc2OC[C@@H](C)NC[C@@H]1C
    45, -0.3, 16, ·
CN1CCN(C(=O)[C@@H]2[C@@H](CO)[C@@H]3Cn4c(cccc4=O)[C@@H]3N2Cc2cc(F)ccc2F)CC1
    29, -2.4, 2, -1
C[C@@H]1CN([C@H](C)CO)C(=O)c2cccc(NC(=O)NC3CCCCC3)c2O[C@H]1CN(C)S(=O)(=O)c1ccccc1
    39, 1.9, -32, -1
CCCNC(=O)N[C@@H]1CC[C@@H](CC(=O)NC2CCCCC2)O[C@@H]1CO
    ·, 0.1, 4, 1
O=C(C1CCCCC1)N1CC2(C1)[C@H](c1ccccc1)[C@H](CO)N2Cc1nccs1
    ·, 3.2, -39, -4
CN(C)CC(=O)N1[C@H](CO)[C@H](c2ccccc2)C12CN(C(=O)c1ccc(F)cc1)C2
    ·, 14, 10, 12
COc1ccccc1-c1ccccc1[C@@H]1[C@H](C#N)N(C(=O)C2CCOCC2)[C@H]1CO
    ·, -0.8, -27, -4
C[C@H](CO)N1C[C@H](C)[C@@H](CN(C)CC2CCOCC2)Oc2ncc(-c3cncnc3)cc2C1=O
    -6, 0.1, 30, 3
CC(C)CC#Cc1ccc2c(c1)O[C@@H](CN(C)C(=O)C1CC1)[C@H](C)CN([C@@H](C)CO)S2(=O)=O
    104*, -1.6, -57, ·
C[C@@H]1CN([C@@H](C)CO)C(=O)c2cc(NC(=O)CCCN(C)C)ccc2O[C@@H](C)CCCCO[C@H]1CN(C)Cc1ccc2c(c1)OCO2
    9, 1.3, -39, 3
CO[C@H]1CN(C)C(=O)c2ccc(NC(=O)C3CCOCC3)cc2OC[C@H](C)NC[C@H]1C
    28, -0.5, 7, ·
CCCC#Cc1ccc([C@H]2[C@H]3CN(S(=O)(=O)c4ccccc4C)CC(=O)N3[C@H]2CO)cc1
    ·, -2.7, -48, 10
Cc1ccc(S(=O)(=O)N(C)C[C@@H]2Oc3cc(C#Cc4ccccc4)ccc3S(=O)(=O)N([C@@H](C)CO)C[C@H]2C)cc1
    ·, -0.7, -76, 2
C[C@@H]1CCCCO[C@@H](CN(C)C(=O)C2CCCCC2)[C@H](C)CN([C@H](C)CO)C(=O)c2cc(NC(=O)Nc3ccc(F)cc3)ccc2O1
    90, -0.4, -49, -2
